Compound activity as filed in PubChem BioAssay.
TRPC6 activator = mouse TRPC6 channel activation. Q61143. HEK293-TRPC6 membrane potential dye fluorescence; hits give high values. B-score at 10 µM. 0.13% of 310,000 active;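 active = B-score of the integrated fluorescence ratio above library mean plus 3 SD, and starting fluorescence ratio within library mean plus 5 SD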;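 note: higher score means more depolarization so channel activation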
TRPC6 inh = mouse TRPC6 channel inhibition; Q61143; HEK293-TRPC6, membrane potential dye, ACh-evoked depolarization; hits give low values; B-score at 10 µM; 1.1% of 310,000 active; AID 2553;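 active = B-score under library mean minus 3 SD, initial fluorescence not abnormally high, positive integrated signal ratio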;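 note: B-score derived from integrated fluorescence ratio over the kinetic read; more negative B-score means stronger inhibition of depolarization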
TRPC4 inh = TRPC4 (mouse) channel inhibition | Q9QUQ5 | HEK293 TRPC4beta/mu-opioid, DAMGO-evoked Fluo4 calcium flux; hits give low values | B-score at 10 µM | 0.39% of 300,000 active;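 active = B-score over 3 SD under the library average, no early fluorescence shift, positive overall ratio signal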
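Assay system – HEK293 line stably carrying TRPC4beta and mu-opioid receptor · Doses – single dose · Detection – Fluo4 calcium-dye fluorescence, kinetic read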
Platelet DG rel = platelet dense granule release activity; human platelet-rich plasma, SFLLRN dense granule ATP release, luminescence; inhibition, %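 (compounds screened at 7.5 µM in platelet-rich plasma)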; 0.22% of 300,000 active; AID 1663;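 active = mean replicate score, as percent of positive control, at or above 50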
MrgX1 PAM = human MrgX1 positive allosteric modulation, primary screen | Q96LB2 | MrgX1-HEK293, Fluo-4 calcium flux, FDSS; hits give high values | B-score at 10 µM | 0.63% of 310,000 active;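 active = plate-corrected calcium response at least 3 library SD above typical, normal starting fluorescence, not activating the receptor alone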;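 note: compound read alongside a low EC10 to EC30 dose of BAM8-22 agonist; peak minus trough fluorescence over baseline measured at the second addition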
Target sequence (Q96LB2 whole entry, looked up): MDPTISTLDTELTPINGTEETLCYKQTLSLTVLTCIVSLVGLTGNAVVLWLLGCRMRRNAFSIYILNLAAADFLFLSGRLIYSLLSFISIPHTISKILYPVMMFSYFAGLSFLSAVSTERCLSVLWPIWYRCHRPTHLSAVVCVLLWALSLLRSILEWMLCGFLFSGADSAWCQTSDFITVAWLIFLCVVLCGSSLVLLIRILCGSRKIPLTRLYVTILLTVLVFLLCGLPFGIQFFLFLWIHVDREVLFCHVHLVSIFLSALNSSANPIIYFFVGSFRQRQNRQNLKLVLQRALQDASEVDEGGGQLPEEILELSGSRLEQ
HIF act = HIF pathway transcriptional activation; U2OS HRE-luciferase reporter, luminescence; normalized: DMSO 0%, desferrioxamine 100%; activation, % at 7.5 µM (by protocol); 0.32% of 300,000 active;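 active = mean activation of at least 10% of the iron chelator positive control signal, with at least half of replicates also reaching 10%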
MrgX1 ag = human MrgX1 receptor agonism, primary screen; B-score at 10 µM; MrgX1-HEK293 cells, Fluo-4 calcium fluorescence, agonist mode; hits give high values; 0.44% of 310,000 active;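 active = calcium response B-score plate-corrected fluorescence ratio at least 3 library SD, with starting fluorescence B-score inside 5 SD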
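times = overnight plating, then 30 min 37 °C plus 30 min room-temperature dye loading | assay system = stable human MrgX1 HEK293 cell line | input = fifteen thousand cells per well | signal = kinetic calcium dye fluorescence, Fluo-4 NW | dosing = compound delivered in addition one of three | read-out = B-scored fluorescence response ratio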
MrgX1 antagonist = antagonists of human MrgX1 receptor; 1.3% of 310,000 active; B-score at 10 µM; MRGX1-HEK293 calcium flux, Fluo-4, BAM8-22 antagonism; hits give low values;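 active = calcium-response B-score plate-corrected more than 3 library SD below zero, starting fluorescence within 5 deviations, no agonist response on first addition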;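 note: peak minus trough fluorescence over baseline after final BAM8-22 challenge near maximal dose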
RGS4 inh = inhibitors of human RGS4 | HEK293 M3R/RGS4 inducible, Fluo-4 calcium flux; hits give high values; triggered by carbachol at its EC20 | B-score at 10 µM | 0.45% of 310,000 active;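 active = B-score, a plate-corrected calcium signal, over three deviations above library mean, with baseline fluorescence within five deviations of library mean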;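 note: RGS4 expression induced by doxycycline in cells with stable M3 receptor; B-score is computed from the integrated fluorescence ratio over baseline after carbachol; higher B-score means a larger calcium signal and so more RGS4 inhibition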
Target sequence (P49798 whole entry, looked up): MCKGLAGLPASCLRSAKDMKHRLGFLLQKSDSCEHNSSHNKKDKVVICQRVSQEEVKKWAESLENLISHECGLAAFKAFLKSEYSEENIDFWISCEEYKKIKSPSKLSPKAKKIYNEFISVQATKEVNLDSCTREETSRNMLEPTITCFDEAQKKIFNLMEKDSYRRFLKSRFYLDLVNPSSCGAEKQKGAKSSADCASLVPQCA
SKKanGAS inh = inhibitors of SKKanGAS S. pyogenes growth in kanamycin (SK-promoter or general growth effect); BacTiter-Glo, 6 h; inhibition, % at 7.5 µM; 1.3% of 300,000 active; AID 1662;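 active = mean replicate score, as percent of positive control median, at least 50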;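 note: strain carries kanamycin resistance gene driven by streptokinase promoter and grows in 40 µg/ml kanamycin; loss of luminescence reflects streptokinase promoter inhibition or plain growth inhibition; 0% = median of DMSO wells and 100% = positive control at its reference dose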
RGS4 pot = RGS4 potentiation or activation; HEK293 M3R/inducible RGS4, carbachol calcium flux Fluo4; hits give low values; B-score at 10 µM; 0.92% of 310,000 active; AID 463111;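 active = B-score of the integrated calcium signal more than 4 SD below the library mean, with starting fluorescence not abnormally high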;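 note: negative B-score means reduced calcium response which marks RGS4 activation or potentiation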
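Assay system: Inducible-RGS4 HEK293 cells carrying M3 receptor | Schedule: Compound preincubation 20 min at room temperature before agonist | Signal: Kinetic calcium fluorescence imaging with Fluo4-AM dye, 2 µM | Read-out basis: B score from integrated fluorescence ratio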
An asterisk follows results filed as active; i = inactive; . = not tested or not shown. Outcome played no part in choosing rows; about 6.1% have a hit in one of these screens.

SMILES	TRPC6 activator	TRPC6 inh	TRPC4 inh	Platelet DG rel	MrgX1 PAM	HIF act	MrgX1 ag	MrgX1 antagonist	RGS4 inh	SKKanGAS inh	RGS4 pot
NC(=O)/C(=C/c1ccco1)NC(=O)c1ccc(Br)o1	i	i	i	2.7	i	-1.4	i	i	i	-1.7	i
Cc1ccc(C2=Nc3ccccc3N=C(C(Cl)Cl)C2)cc1	i	i	i	-3.2	i	0.1	i	i	i	22.4	i
Cc1ccc(C(c2nnnn2C2CCCCC2)N2CCc3ccccc32)cc1 (configuration not stated)	i	i	i	-5.9	i	0.9	i	i	i	20.1	i
NC(N)=NCC(O)CN(c1ccccc1)c1ccccc1 (configuration not stated)	i	i	i	-2.8	i	-1.2	i	i	i	1.4	i
CCc1nn(CCCC(=O)NCc2ccc(OC(C)C)cc2)c(=O)c2cc3occc3n12	i	i	i	4.2	i	0.7	i	i	i	1.2	i
C#CCOCCOCCOCCNc1nc(N2CCN(C(=O)[C@H]([C@@H](C)CC)n3cc(CCCN=C(N)N)nn3)CC2)nc(N2CCN(C(=O)[C@H]([C@@H](C)CC)n3cc(CCCN=C(N)N)nn3)CC2)n1	i	i	i	-0.1	.	-0.1	.	.	i	-2.7	i
OC(CNCc1ccccn1)c1ccccc1 (configuration not stated)	i	i	i	6.1	i	0.3	i	i	i	0.0	i
CCC(C)NC(=O)c1ccccc1NC(=O)CN(c1cc(C)ccc1OC)S(C)(=O)=O (configuration not stated)	i	i	i	2.0	i	0.0	i	i	i	2.7	i
CC(C)CN(C(=O)c1ccc2c(c1)OCO2)C1CCS(=O)(=O)C1 (configuration not stated)	i	i	i	1.5	i	-0.3	i	i	i	0.0	i
OC(CNCC1COc2ccccc2O1)COc1ccccc1F (configuration not stated)	i	i	i	-3.4	i	0.5	i	i	i	-1.3	i
CC(C)=Cc1c(O)nc2ccccn2c1=O	i	i	i	-5.3	i	-0.4	i	i	i	-29.8	i
CCc1nnc(NCn2nc(C)cc2C)s1	i	i	i	1.0	i	-0.3	i	i	i	0.8	i
NC(=O)CNC(=O)[C@@H]1CC2(CC(c3ccccc3)=NO2)CN1C(=O)c1ccc(Br)cc1 (some centres not stated)	i	i	i	1.9	i	-1.7	i	i	i	-1.4	i
CCCC(=O)NC(=S)Nc1cccc(-c2nc3ncccc3o2)c1	i	i	i	2.5	i	0.1	i	i	i	3.4	i
C=CCNS(=O)(=O)c1ccc(C(=O)OCc2cc(=O)oc3cc(OC)ccc23)cc1	i	i	i	0.8	i	-0.5	i	i	i	4.5	i
CCOC(=O)CNC(=O)c1ccccc1Br	i	i	i	4.4	i	0.1	i	i	i	-1.0	i
NC(=O)c1cc2ccccc2o/c1=N\NC(=O)c1ccc(F)cc1	i	i	i	5.0	i	0.1	i	i	i	3.5	i
CC(Cc1cccs1)NC(=O)Nc1ccc(Cl)cc1 (configuration not stated)	i	i	i	-5.7	i	-44.2	i	i	i	15.7	i
COc1ccc(OC)c(NC(=O)c2cccc(N3C(=O)C4C5CCC(C5)C4C3=O)c2)c1 (configuration not stated)	i	i	i	-21.3	i	0.3	i	i	i	-15.8	i
O=C(NCCN1CCOCC1)c1ccc(NC(=O)C2COc3ccccc3O2)cc1 (configuration not stated)	i	i	i	-4.0	i	0.1	i	i	i	2.2	i
CC(C)(C)C(=O)Nc1nc2c(c(=O)[nH]1)CCCC2	i	i	i	4.4	i	3.4	i	i	i	0.4	i
CCCOc1cccc(C(=O)NC(=S)Nc2cccc(NC(=O)c3ccccc3Cl)c2)c1	i	i	i	9.9	i	-0.3	i	i	i	12.6	i
N#Cc1c(N2CCCCC2)nc(N)c2c(N)nc3c(c12)CC(CCl)O3 (configuration not stated)	i	i	i	-7.6	i	0.5	i	i	i	38.8	i
NS(=O)(=O)c1ccc(S(=O)(=O)N2CCN(C3CCCC3)CC2)cc1	i	i	i	-11.7	i	-0.1	i	i	i	-2.8	i
OC(COCc1cccs1)CN1CCN(c2ccccn2)CC1 (configuration not stated)	i	i	i	1.2	i	0.3	i	i	i	2.7	i
CSc1ccccc1NC(=O)CN(C)S(=O)(=O)c1ccc(F)cc1	i	i	i	1.3	i	-0.2	i	i	i	3.7	i
O=C(NCc1ccc2c(c1)OCO2)C1CC(=O)N(C2CCCC2)C1 (configuration not stated)	i	i	i	-5.7	i	.	i	i	i	-1.2	i
COc1ccc(Sc2cnn(-c3ccccc3)c(=O)c2Cl)cc1	i	i	i	-0.2	i	-0.1	i	i	i	-4.1	i
Cn1c(SCCOc2ccc(Cl)cc2)nnc1-c1ccncc1	i	i	i	-6.7	i	0.0	i	i	i	-5.2	i
CSc1ccc(CN2CCN(C(=O)c3ccc([N+](=O)[O-])cc3)CC2)cc1	i	i	i	6.9	i	-0.2	i	i	i	-15.0	i
CC(C)(C)C(=O)Nc1nnc(-c2ccccc2)c(-c2ccccc2)n1	i	i	i	9.4	i	-0.7	i	i	i	-2.2	i
CCn1cc(C(=O)N2CCc3ccccc32)c(=O)c2cc(S(=O)(=O)N(C)C3CCCCC3)ccc21	i	i	i	-5.5	i	0.0	i	i	i	7.5	i
CCn1c(=O)cc(NC2=NCC(C)CN2c2cccc(Cl)c2)n(C)c1=O (configuration not stated)	i	i	i	-3.4	i	0.0	i	i	i	25.6	i
COc1cccc(OC)c1C(=O)Nc1ccc2c(c1)N(S(=O)(=O)c1cccs1)CCC2	i	i	i	-9.0	i	-0.6	i	i	i	-7.5	i
O=C(O)/C=C/C(=O)N1CCN(c2cccc(Cl)c2)CC1	i	i	i	-3.6	i	-0.1	i	i	i	.	i
O=C(NC1CCCCC1)C(c1ccccn1)N(C(=O)c1csnn1)c1ccccc1F (configuration not stated)	i	i	i	0.0	i	0.0	i	i	i	0.9	i
Brc1cc(Br)cc(CN2CCSCC2)c1	i	i	i	-1.1	i	0.2	i	i	i	4.5	i
Cc1nc(-c2cc(-c3nc(-c4ccc(C(F)(F)F)cc4)no3)no2)cs1	i	i	i	1.1	i	0.1	i	i	i	-3.2	i
COc1ccc(Cc2nnc(NS(=O)(=O)c3ccc([N+](=O)[O-])cc3)s2)cc1	i	i	i	0.4	i	-0.3	i	i	i	10.4	i
CCCSc1nnc(NC(=O)CSc2sc3c(O)cc(=O)[nH]c3c2C#N)s1	i	i	i	2.3	i	-0.8	i	i	i	26.4	i
COc1cc(NC(=O)CSc2nnc(-c3ccncc3)o2)cc(OC)c1OC	i	i	i	5.8	i	-0.6	i	i	i	-1.0	i
Clc1ccc(-c2ccc(CNCC3CCCO3)o2)cc1 (configuration not stated)	i	i	i	16.4	i	3.1	i	i	i	-0.4	i
O=C(NCSc1ccncn1)c1ccccc1	i	i	i	-3.7	i	-0.3	i	i	i	6.1	i
COc1ccccc1/C=C/C(=O)Nc1ccc(S(=O)(=O)Nc2cc(C)nc(C)n2)cc1	i	i	i	-3.5	i	1.2	i	i	i	-1.3	i
Cc1ccccc1C(=O)N1CCN(c2ncccn2)CC1	i	i	i	-2.2	i	-2.1	i	i	i	-1.7	i
COc1ccc(C(=O)C2CCCN(Cc3ccc4nonc4c3)C2)c(OC)c1 (configuration not stated)	i	i	-6*	-0.6	i	0.0	i	i	i	4.0	i
Cc1ccc(NC(=O)CSc2ccc3c(c2)OCCO3)nc1	i	i	i	15.5	i	0.1	i	i	i	-9.3	i
CC(C)(C)N1CC(C(=O)Nc2ccc(C#N)cc2)CC1=O (configuration not stated)	i	i	i	-1.8	i	-1.5	i	i	i	0.0	i
Cc1cc(S(=O)(=O)N2CCCCC2)c(C)s1	i	i	i	-8.2	i	0.4	i	i	i	-0.3	i
CC1(C)OC(=O)N(CCc2ccccc2)C1(C)O (configuration not stated)	i	i	i	8.2	i	0.2	i	i	i	2.3	i

More structures follow:
SMILES	TRPC6 activator	TRPC6 inh	TRPC4 inh	Platelet DG rel	MrgX1 PAM	HIF act	MrgX1 ag	MrgX1 antagonist	RGS4 inh	SKKanGAS inh	RGS4 pot
O=[N+]([O-])c1ccc(S(=O)(=O)N/N=C/c2cccs2)cc1	i	i	i	-5.6	i	-0.4	i	i	i	-11.1	i
Cc1nc(Cc2nnc(SC(C)C(=O)Nc3cccc(C#N)c3)o2)cs1 (configuration not stated)	i	i	i	-6.5	i	0.0	i	-5.87*	i	-4.8	i
Cc1ccccc1C=Nc1ccccc1C(N)=O	i	i	i	13.3	i	1.3	i	i	i	-1.0	i
COc1ccc(Cc2nc(C(=O)Nc3ccc(OC)cc3)cs2)cc1	i	i	i	0.0	i	0.8	i	i	i	-6.7	i
Cc1ccc(NS(=O)(=O)c2cc3c4c(c2)CC(=O)N4CCC3)cc1C	i	i	i	6.5	i	-0.2	i	i	i	1.3	i
CCOc1ccc(CN2CCN(Cc3ccon3)CC2CCO)cc1 (configuration not stated)	i	i	i	2.4	i	0.1	i	i	i	4.8	i
COC(=O)C(Cc1ccccc1)NC(=O)CNS(=O)(=O)c1ccc(Br)cc1 (configuration not stated)	i	i	i	-2.6	i	-0.1	i	i	i	-5.4	i
CC(C)(C)C(=O)Nc1ccc(NC(=O)c2ccco2)nc1	i	i	i	18.3	i	-4.7	i	i	i	0.0	i
O=C(Nc1c(-c2cccs2)nc2ccccn12)c1ccccc1F	i	i	i	1.1	i	-0.3	i	i	i	2.7	i
O=C(COc1c(CO)cc(Br)cc1CO)NC1CCCc2ccccc21 (configuration not stated)	i	i	i	-5.9	i	0.2	i	i	i	-4.9	i
O=c1cc(-c2ccccc2)cc(-c2ccccc2)n1O	i	i	i	0.7	i	-1.0	i	i	i	9.2	i
COCCn1c(C)c(C(=O)O)sc1=S	i	i	i	2.3	i	-0.5	i	i	i	0.0	i
CC(=O)OCCCNc1cc(SCc2ccco2)c2nonc2c1[N+](=O)[O-]	i	i	i	2.2	i	-8.6	i	i	i	3.2	i
O=C(N/C(=C/c1ccc(Cl)cc1)c1nc2ccccc2[nH]1)c1ccco1	i	i	i	16.8	i	0.1	i	i	i	-4.0	i
Cc1c(NS(=O)(=O)c2ccc(Br)cc2)c(=O)n(-c2ccccc2)n1C	i	i	i	23.8	i	1.1	i	i	i	-5.3	i
CC(NC(=O)c1cc(-c2ccc(Br)cc2)on1)c1ccccc1 (configuration not stated)	i	i	i	-6.8	i	-0.2	i	i	i	-3.7	i
CCOc1cc(NC(=S)NCc2ccccc2)c(OCC)cc1NC(=O)C(C)C	i	i	i	-12.9	i	-4.2	i	i	i	-13.5	i
